# Bioassay records deposited in PubChem BioAssay by several laboratories.
# N-glyco inh: increase of ERlucT glycosylation luciferase signal, primary screen, N-linked glycosylation inhibitor project, D54 ERlucT cells, luminescence, set 2 | D54 ERlucT glycosylation luciferase reporter, 24 h; percent of 100 nM tunicamycin response | reporter increase, % at 12.5 µM | actives 0.23% (n = 360,000) | AID 588692, 2011;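 active = mean luciferase reporter signal, scaled so untreated is 0 and the glycosylation-blocking control 100, at or above a set limit in every replicate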;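 note: luciferase carries N-glycosylation sites so blocking glycosylation raises the light; 0% = median of neutral control wells and 100% = median of 100 nM tunicamycin wells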
# PDI turbidity: inhibitors of human PDI, primary screen, biochemical, turbidity, single point, plate reader; Protein disulfide-isomerase (Homo sapiens), P07237; PDI insulin aggregation turbidity, A650, 90 min; inhibition, % at 10 µM; actives 0.052% (n = 350,000); AID 588391, 2011;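 active = mean inhibition across replicates of 30% or more, whatever share of single replicates reach that level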;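 note: absorbance from insulin aggregation driven by PDI reduction with DTT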
# Target sequence (P07237 whole entry, looked up): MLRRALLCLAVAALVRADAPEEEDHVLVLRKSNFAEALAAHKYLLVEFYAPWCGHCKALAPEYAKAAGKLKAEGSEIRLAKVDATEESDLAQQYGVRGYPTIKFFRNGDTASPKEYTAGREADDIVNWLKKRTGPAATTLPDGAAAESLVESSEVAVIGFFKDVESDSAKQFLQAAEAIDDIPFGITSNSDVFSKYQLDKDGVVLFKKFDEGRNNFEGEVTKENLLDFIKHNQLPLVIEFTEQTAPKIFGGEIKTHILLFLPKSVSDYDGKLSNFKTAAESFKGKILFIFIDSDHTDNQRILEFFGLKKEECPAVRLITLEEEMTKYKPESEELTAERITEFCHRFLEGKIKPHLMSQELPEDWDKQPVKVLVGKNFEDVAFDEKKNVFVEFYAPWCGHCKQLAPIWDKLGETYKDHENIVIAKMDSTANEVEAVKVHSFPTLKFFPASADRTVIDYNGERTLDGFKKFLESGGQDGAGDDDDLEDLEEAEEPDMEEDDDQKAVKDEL
# HTR2A ag: mouse Htr2a agonists via beta-arrestin recruitment, primary screen, cell-based, luminescence | 5-hydroxytryptamine receptor 2A (Mus musculus), P35363 | CHO-K1 mHTR2A beta-arrestin complementation; percent of 30 µM serotonin response | activation, % at 7.6 µM | actives 0.66% (n = 360,000) | AID 624169, 2012;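 active = activation above a run cutoff, the mean activation of all tested compounds plus 3 SD, cut at about 14% in these data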;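 note: 0% = plate median of compound wells and 100% = 30 µM serotonin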
# Target sequence (P35363 whole entry, looked up): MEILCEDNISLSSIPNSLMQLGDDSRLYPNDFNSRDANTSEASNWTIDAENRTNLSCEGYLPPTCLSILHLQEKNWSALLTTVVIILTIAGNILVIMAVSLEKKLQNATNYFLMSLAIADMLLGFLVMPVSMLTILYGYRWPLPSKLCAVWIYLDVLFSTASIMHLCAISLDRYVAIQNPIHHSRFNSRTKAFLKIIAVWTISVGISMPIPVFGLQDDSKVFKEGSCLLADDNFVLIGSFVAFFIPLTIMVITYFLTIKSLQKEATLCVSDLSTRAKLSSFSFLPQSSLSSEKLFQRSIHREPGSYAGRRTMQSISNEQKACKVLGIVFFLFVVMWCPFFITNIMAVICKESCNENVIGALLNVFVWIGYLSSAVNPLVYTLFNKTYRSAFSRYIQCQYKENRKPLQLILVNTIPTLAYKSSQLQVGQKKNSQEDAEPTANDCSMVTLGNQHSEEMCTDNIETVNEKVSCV
# CaV13 ICDI inh: Disruptors of the CACNA1D IQ motif to Ca2+-dependent inactivation inhibitor domain association, primary screening, Förster resonance energy transfer in intact living …. HEK cells, CFP/YFP FRET ICDI-IQ, plate reader, 10 min; percent FRET-ratio fall versus neutral wells. actives 0.098% (n = 340,000). inhibition, % at 12.3 µM;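 active = mean replicate inhibition of at least 30% and at least 1% of replicates passing that level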;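 note: 0% = median of the neutral control wells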
# aDG glyco act: activators of alpha-DG glycosylation, primary screen, uHTS, Pro5-aDG cells, AlphaScreen | alpha-DG glycosylation AlphaScreen (IIH6); 0% Pro5, 100% B10-LARGE cell signal | activation, % at 10 µM | actives 0.22% (n = 360,000) | AID 624168, 2012;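 active = activation of at least 8% versus controls, or a plate z-score of at least 8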;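 note: Pro5 are CHO cells carrying HIG-tagged alpha-DG that lacks glycosylation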
# Cardio protect: cardioprotection against H2O2-induced cell death, primary screen, uHTS, H9c2 cells, ATPLite luminescence; H9c2 cardiomyocytes, H2O2 injury protection, 2 h; AID 588492, 2011; protection from H2O2 cell death, % at 20 µM; actives 0.63% (n = 360,000);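 active = compounds giving at least 50% protection of heart cells from peroxide-induced death in the single-dose screen, raw or plate-pattern-corrected value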;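 note: 0% = DMSO wells with peroxide and 100% = DMSO wells without peroxide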
# MC4R antag cAMP: MC4R antagonists of cAMP signaling, primary screen, cell-based, TR-FRET, antagonist arm of biased-ligand search | Melanocortin receptor 4 (Homo sapiens), P32245 | MC4R-expressing cells, MTII-stimulated cAMP, LANCE TR-FRET | inhibition, % at 6.5 µM | actives 0.48% (n = 360,000) | AID 540295, 2011;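 active = inhibition above its plate's cutoff, the mean of tested wells on that plate plus 3 SD, cut at about 29% in these data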;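 note: 0% = Melanotan II alone and 100% = Melanotan II plus saturating MCL0020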
#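 system = U2OS cells with stable human MC4R expression | also added = Melanotan II challenge after compound preincubation | dosing = one concentration, 6.5 µM nominal | incubation = compound 30 min, challenge 1 h, detection 1 h | measured by = TR-FRET with Eu-cAMP and labeled anti-cAMP, 671 nm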
# MC4R ag barr: MC4R agonists recruiting beta-arrestin, primary screen, cell-based, luminescence, agonist arm of biased-ligand search. Melanocortin receptor 4 (Homo sapiens), P32245. U2OS MC4R beta-arrestin complementation; percent of melanotan II response, DMSO zero. activation, % at 8.9 µM. actives 0.98% (n = 360,000). AID 540308, 2011;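 active = activation above a per-plate cutoff, the mean activation of sample wells on that plate plus 3 SD, cut at about 8% in these data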
# Vif inh: HIV Vif self-association inhibitors, primary screen, imaging, HEK293T, single point; HEK293T cells, Vif self-association by quenched fluorescence, 24 h; actives 0.35% (n = 340,000); AID 602346, 2012; inhibition, % at 7.49 µM; in the data active = inhibition above about 50%, passing the limit was not always enough; note: some results filed as inactive read as strong as hits
# ABCB6 inh MLPCN: ABCB6 transporter inhibitors, primary screen, K562-ABCB6 cells, flow cytometry, MLPCN library; actives 0.19% (n = 360,000); K562-ABCB6 porphyrin accumulation, 1 h; hits give low values; AID 602162, 2011; ATP-binding cassette sub-family B member 6 (Homo sapiens), Q9NP58; fluorescence ratio to DMSO, % at 10 µM;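 active = fluorescence ratio to DMSO below 75%, the collection mean minus 3 SD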;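 note: signal is porphyrin accumulated inside mitochondria; 100% equals median channel fluorescence of DMSO control wells; lower ratio means ABCB6 inhibition with less porphyrin fluorescence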
# Starred values were filed as active, the others as inactive; · = no result given.
SMILES,N-glyco inh,PDI turbidity,HTR2A ag,CaV13 ICDI inh,aDG glyco act,Cardio protect,MC4R antag cAMP,MC4R ag barr,Vif inh,ABCB6 inh MLPCN
CSc1ccccc1C(=O)N1CCC(CCC(=O)NCc2ccc(F)cc2)CC1,4,-1,1,-7,0.5,-1,1,-1.9,·,92
COc1cccc2c1Oc1ncccc1N(C(=O)CCC(=O)NCc1ccccc1F)C2,-1,9,0,-6,0.3,0,5,-2.4,-1,100
O=C(Nc1cc(Cl)ccc1N1CCOCC1)c1cc2ccccc2o1,7,6,7,-7,0.0,2,0,0.0,-5,100
Cc1nnc(NC(=O)CSc2nnc(NC(=O)C(C)(C)C)s2)s1,0,-4,-3,-7,0.3,-6,9,-0.9,75*,97
COc1cc(S(=O)(=O)N2CCCCC2)ccc1NC(=O)Cc1ccccc1,-3,2,-8,-9,0.0,5,11,0.6,-13,103
CC1=C(C(=O)OCc2cc(C)on2)N2C(=O)[C@@H](NC(=O)OCc3cc(C)on3)[C@H]2SC1,-2,-9,-5,-10,0.1,4,-2,3.1,7,84
O=C(CNc1cccc(C(F)(F)F)c1)N/N=C/c1ccccc1C(=O)O,3,2,-2,-4,0.0,-2,4,-1.1,-2,99
CN(C)c1ccc(S(=O)(=O)N2CCCCC2)cc1NC(=O)C1=COCCO1,0,-27,-3,·,0.0,1,-1,0.2,-3,104
COc1ccc(S(=O)(=O)N2CCC(C(=O)NCCC(=O)NCc3cccnc3)CC2)cc1,0,-6,2,-13,-0.5,6,-10,1.0,-1,94
CC1CCCCN1CC(=O)NC(=O)NCc1ccccc1 (stereo not drawn),-2,6,-1,-3,-0.2,7,-8,-0.5,2,98
COc1ccccc1-c1nnc2n1N=C(c1ccc(O)c(O)c1)CS2,10,6,-4,·,-0.2,37,-38,-0.1,10,101
O=[N+]([O-])c1cccc(/C=N/Nc2nccnc2Cl)c1,1,-15,-1,-4,-0.3,2,1,-0.6,-2,97
CCC(=O)Nc1cc(=O)[nH]c2ncnn12,0,12,1,·,-0.2,8,6,0.5,-1,99
CC(C)c1ccc(NS(=O)(=O)c2ccc3c(c2)oc(=O)n3C)cc1,-3,6,10,-19,0.4,-12,15,3.7,·,102
COc1ccc(C(=O)C(C)C(C)=O)c(OCc2ccccc2)c1OC (stereo not drawn),-2,-5,-4,-10,0.2,-2,-2,1.4,-3,91
Cc1ccc(OCC(=O)N2CC(C)CC(C)C2)c([N+](=O)[O-])n1 (stereo not drawn),1,2,-3,-6,0.0,6,14,-0.9,11,102
OCC1(Cc2ccccc2)CCCN(Cc2cnn(-c3ccccc3)c2)C1 (stereo not drawn),-1,6,-4,-4,0.0,-7,19,-0.9,1,99
COc1ccc(CN(C)C(=O)CNC(=O)c2cccs2)c(OC)c1,-2,2,1,-6,-0.1,4,-12,-2.3,-11,96
COc1ccc(C(=O)CSc2cc(C)[nH]c(=O)n2)cc1,-13,-2,2,-2,-0.4,-4,5,-1.4,-17,102
CCCCOc1ccc(C(=O)Nc2ccc(N3CCN(C)CC3)cc2)cc1,0,0,-6,-1,7.3,-20,15,-0.4,-4,102
CC(C)c1ccc(NC(=O)Nc2nnc([C@H]3C[C@H](O)[C@@H](CO)O3)s2)cc1,1,-13,5,-7,-0.2,0,4,-0.1,3,140
O=C(NNC1CC(=O)N(c2ccc(Br)cc2)C1=O)c1ccccn1 (stereo not drawn),-2,13,3,-14,-0.2,-1,3,-1.5,1,103
C=CCn1c(NC(C)c2cc(Cl)ccc2O)nc2ccccc21 (stereo not drawn),-4,23,-3,-7,1.8,-26,17,2.4,0,97
CCOc1ccc(NS(=O)(=O)c2ccc(C(=O)NCc3ccccn3)cc2)cc1,1,-2,1,-14,0.0,-6,1,-2.4,-1,102
Nc1c(C2CCCCC2)c(=O)on1C(=O)c1ccccc1,-1,-11,-1,-7,-0.1,4,8,0.3,-22,103
CC1(NC(=O)Cc2c(F)cccc2Cl)CCS(=O)(=O)C1 (stereo not drawn),0,-5,4,-3,-0.1,-4,0,-0.9,15,98
Cc1ccc(NC(=O)COC(=O)CN2C(=O)NC3(CCCC3)C2=O)cc1S(=O)(=O)N(C)C,1,-1,2,0,-0.3,2,21,0.0,1,95
CCCC(=O)Nc1nnc(SCC)s1,2,7,5,-4,0.0,20,8,0.5,0,108
C/C(=N\NC(=O)c1sccc1C)c1ccncc1,-1,-12,-5,·,-0.2,-2,-6,-1.2,3,94
CCOc1ccc(C(C)=O)cc1COC(=O)c1cnc(Cl)c(Cl)c1,6,0,0,-18,-0.1,7,-29,-3.5,-3,101
COc1ccc(-n2c(O)c(/C=N/NS(=O)(=O)c3cccc([N+](=O)[O-])c3)c3ccccc3c2=O)cc1OC,5,-5,2,-2,-0.3,0,10,1.7,-4,145
O=C(O)CCCNC(=O)OCc1ccccc1,1,5,4,-5,0.2,1,-7,1.1,9,105
O=C(CSCCO)Nc1cccc([N+](=O)[O-])c1,1,4,-1,-5,-0.1,3,0,-0.1,-8,98
CN(C)c1ccc(/C=C/CNC[C@H]2O[C@@H](n3ccc(N)nc3=O)[C@H](O)[C@@H]2O)cc1,1,16,-1,-6,0.1,6,8,0.8,7,107
Brc1nnc2n1-c1ccccc1Sc1ccccc1-2,-1,-6,-5,-4,0.0,8,14,-0.2,-4,92
CC(C)(C)NC(=O)C[C@H]1C[C@H](C(=O)N2CCCCC2)[C@@]2(C)c3[nH]c4ccc(Cl)cc4c3CCN2C1=O,-1,0,0,-4,-0.1,11,-7,1.2,·,101

# 2 compounds picked at random from the list so far, as already listed:
SMILES,N-glyco inh,PDI turbidity,HTR2A ag,CaV13 ICDI inh,aDG glyco act,Cardio protect,MC4R antag cAMP,MC4R ag barr,Vif inh,ABCB6 inh MLPCN
O=C(CNc1cccc(C(F)(F)F)c1)N/N=C/c1ccccc1C(=O)O,3,2,-2,-4,0.0,-2,4,-1.1,-2,99
CCOc1ccc(NS(=O)(=O)c2ccc(C(=O)NCc3ccccn3)cc2)cc1,1,-2,1,-14,0.0,-6,1,-2.4,-1,102

# Further compounds follow:
SMILES,N-glyco inh,PDI turbidity,HTR2A ag,CaV13 ICDI inh,aDG glyco act,Cardio protect,MC4R antag cAMP,MC4R ag barr,Vif inh,ABCB6 inh MLPCN
Cc1cccc(C2Nc3ccccc3C(=O)N2CCc2ccccc2)n1 (stereo not drawn),1,-5,-1,-9,0.8,0,16,1.1,-8,98
CCOc1ccc(/C(C)=N/NC(=O)c2nnn(-c3nonc3N)c2-c2cccs2)cc1,4,5,1,-3,0.0,0,-2,2.6,24,102
CCCC(C(=O)O)n1c(O)c(C=C2N=c3ccccc3=N2)sc1=S (stereo not drawn),1,5,5,-5,0.2,4,4,-1.0,-7,96
CCOC(=O)CNC(=O)CSc1nc2cccnc2n1C1CCCCC1,-1,-3,2,-5,-0.1,13,17,0.0,2,99
CCc1ccc(N2CCN(S(=O)(=O)CC34CCC(CC3=O)C4(C)C)CC2)cc1 (stereo not drawn),-3,-1,6,-3,0.5,-6,15,0.8,-14,99
Cc1ncc([N+](=O)[O-])n1CC(=O)NC1CCCC1,3,-3,0,-7,-0.2,10,3,-2.0,8,98
COc1ccc(CCN=C(N)NS(=O)(=O)c2ccc(C)c(C)c2)cc1,-1,-3,2,-6,1.4,5,-1,-0.4,-1,100
Cn1c(=O)c2c(nc(Oc3ccccc3Br)n2C)n(C)c1=O,-3,-1,4,-3,-0.1,-2,0,-0.4,-11,95
O=C(Nc1ccc(O)c(-c2nc3ccccc3s2)c1)C1=COCCO1,1,-14,4,-5,0.0,-8,-6,2.9,-9,95
CSc1ccccc1C(=O)Nc1ccc(C)c(C)c1,-1,-6,-2,-8,0.3,-4,4,0.1,2,92
c1ccc(OCCN2CCN(Cc3nc(-c4ccc5c(c4)OCO5)no3)CC2)cc1,-1,19,-4,-5,-0.2,1,2,-1.1,0,100
COc1ccccc1-n1cc(C(=O)NCC(=O)N2CCN(Cc3ccccc3)CC2)c2ccccc2c1=O,2,7,-5,-10,-0.1,-3,11,-2.9,2,98
CC(C)C[C@H]1COc2cc(N3CC[C@@H](O)C3)ccc2S(=O)(=O)N1,·,·,-1,-5,-0.1,·,·,·,·,103
NC(=O)COc1ccc(/C=N\NC(=O)CC(=O)NCCc2ccccc2)cc1,1,1,-3,-5,0.1,2,-3,0.1,4,97
Cc1ccccc1C(=O)NC(NCc1ccco1)C(Cl)(Cl)Cl (stereo not drawn),1,-2,0,-5,0.1,-5,8,-0.9,-6,97
O=C1CSC(=S)N1N=C1CCCCCC1,-1,21,-7,-5,-0.1,13,3,-1.1,4,98
COc1cccc(CNc2nc3nc(C)c(Cl)c(=O)n3[nH]2)c1,0,-2,-1,-6,-0.1,-4,1,-0.9,0,98
CC(Cc1ccccc1)NC(=S)CN1CCCC1=S (stereo not drawn),1,-2,7,-13,-0.1,-1,-6,-2.8,-7,77
COc1cc(NC(=O)c2cccc(COCC(F)(F)C(F)F)c2)cc(OC)c1OC,0,9,-1,-5,0.6,0,-4,2.4,-2,102
CCOc1ccc(=O)n(-c2ccccc2)n1,2,2,4,·,-0.3,23,-3,-1.6,0,85
O=C(N/N=C/c1cc2ccccc2nc1Cl)[C@H]1C[C@@H]1c1ccccc1,-1,5,-1,-5,-0.3,-2,14,1.8,-5,103
CN(CC(=O)N1CCCCC1)S(=O)(=O)c1cccc2cccnc12,0,-2,4,-14,-0.2,4,-2,-0.2,2,100
Cc1ccc(-c2csc(NC(=O)c3ccc(S(=O)(=O)N4CCc5ccccc54)cc3)n2)cc1,-7,1,4,-7,0.0,-11,1,-2.4,-21,96
Cc1onc(-c2c(Cl)cccc2Cl)c1C(=O)N=C(N)N1CCOCC1,2,-12,2,-20,-0.1,-2,4,0.5,6,106
Cc1cc(C(=O)COC(=O)c2ccc(NC(=O)CC#N)cc2)c(C)n1C1CC1,-7,-4,-1,-4,0.0,-8,9,-4.5,-15,98
CCCCOc1ccccc1Cn1c(=O)oc2ccc(C)cc21,-3,-4,-3,-6,0.3,-16,1,2.1,-3,86
CCOC(=O)CC1(c2ccccc2)CCOC(C)(C)C1 (stereo not drawn),-1,-4,4,-3,0.0,-1,1,0.0,1,101
CCC(C)c1ccc(NC(=O)c2[nH]c(C)c(C(C)=O)c2C)cc1 (stereo not drawn),-2,5,-9,-4,0.2,-8,18,1.3,-5,100
COc1ccc(C(=O)OC2CCN(C)CC2)cc1,4,3,-2,-5,-0.1,-16,-2,3.3,17,105
